# Assay outcomes (PubChem BioAssay)
# Glyco luc inh – blocks N-linked glycosylation in D54 reporter cells | D54 ERlucT glycosylation luciferase reporter, 24 h; percent of 100 nM tunicamycin response | reporter increase, % at 12.5 µM | AID 588692 | 360,000 compounds, 0.23% hits;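 active = mean luciferase reporter signal, scaled so untreated is 0 and the glycosylation-blocking control 100, at or above a set limit in every replicate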;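 also: luciferase carries N-glycosylation sites so blocking glycosylation raises the light; 0% = median of neutral control wells and 100% = median of 100 nM tunicamycin wells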
# aDG glyco up – alpha-DG glycosylation activation; Pro5-aDG cells, alpha-DG glycosylation AlphaScreen (IIH6); 0% Pro5, 100% B10-LARGE cell signal; activation, % at 10 µM; 360,000 compounds, 0.22% hits; AID 624168;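 active = activation of at least 8% versus controls, or a plate z-score of at least 8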;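 also: Pro5 are CHO cells carrying HIG-tagged alpha-DG that lacks glycosylation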
# Exocytosis inh – lytic granule exocytosis inhibition | TALL-104 LAMP-1 surface exposure, flow cytometry; cells stimulated with thapsigargin and PMA | inhibition, % at 10 µM | 360,000 compounds, 0.66% hits | AID 651702;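 active = inhibition above about 55%, limit read from the data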
# m5-HT2A agonist – activates the mouse 5-HT2A serotonin receptor; P35363; CHO-K1 mHTR2A beta-arrestin complementation, luminescence; percent of 30 µM serotonin response; activation, % at 7.6 µM; 360,000 compounds, 0.66% hits; AID 624169;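 active = activation above a run cutoff, the mean activation of all tested compounds plus 3 SD, cut at about 14% in these data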;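 also: 0% = plate median of compound wells and 100% = 30 µM serotonin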
# iPSC survival up – enhancers of human iPSC single-cell survival. survival enhancement, % at 20 µM. 360,000 compounds, 0.044% hits. hiPSC single-cell survival, ATPlite luminescence; 100% = ROCK inhibitor wells, 0% = DMSO; in the data active = survival enhancement above about 18%;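 also: cells exposed to compounds for 16 hours before the ATP read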
# MC4R barr agon – agonists of human melanocortin 4 receptor (MC4R) beta-arrestin; U2OS MC4R beta-arrestin complementation, luminescence; percent of melanotan II response, DMSO zero; activation, % at 8.9 µM; 360,000 compounds, 0.98% hits; AID 540308;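 active = activation above a per-plate cutoff, the mean activation of sample wells on that plate plus 3 SD, cut at about 8% in these data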
# ABHD5-PLIN5 inh – blocks binding of human ABHD5 to perilipin-5; AID 602281; 360,000 compounds, 0.78% hits; Split G. princeps luciferase complementation, luminescence, 4 h; inhibition, % at 4 µM; Q00G26+Q8WTS1;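 active = inhibition above the mean inhibition across every tested compound plus 3 SD, cut at about 22% in these data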;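 also: 0% = DMSO only wells and the 100% control is not disclosed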
# ABCB6 inh 2 – inhibitors of human ABC transporter ABCB6; AID 602162; Q9NP58; fluorescence ratio to DMSO, % at 10 µM; 360,000 compounds, 0.19% hits; K562-ABCB6 porphyrin accumulation, flow cytometry, 1 h; hits give low values;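 active = fluorescence ratio to DMSO below 75%, the collection mean minus 3 SD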;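 also: signal is porphyrin accumulated inside mitochondria; 100% equals median channel fluorescence of DMSO control wells; lower ratio means ABCB6 inhibition with less porphyrin fluorescence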
# Target sequence (Q9NP58 whole entry, looked up): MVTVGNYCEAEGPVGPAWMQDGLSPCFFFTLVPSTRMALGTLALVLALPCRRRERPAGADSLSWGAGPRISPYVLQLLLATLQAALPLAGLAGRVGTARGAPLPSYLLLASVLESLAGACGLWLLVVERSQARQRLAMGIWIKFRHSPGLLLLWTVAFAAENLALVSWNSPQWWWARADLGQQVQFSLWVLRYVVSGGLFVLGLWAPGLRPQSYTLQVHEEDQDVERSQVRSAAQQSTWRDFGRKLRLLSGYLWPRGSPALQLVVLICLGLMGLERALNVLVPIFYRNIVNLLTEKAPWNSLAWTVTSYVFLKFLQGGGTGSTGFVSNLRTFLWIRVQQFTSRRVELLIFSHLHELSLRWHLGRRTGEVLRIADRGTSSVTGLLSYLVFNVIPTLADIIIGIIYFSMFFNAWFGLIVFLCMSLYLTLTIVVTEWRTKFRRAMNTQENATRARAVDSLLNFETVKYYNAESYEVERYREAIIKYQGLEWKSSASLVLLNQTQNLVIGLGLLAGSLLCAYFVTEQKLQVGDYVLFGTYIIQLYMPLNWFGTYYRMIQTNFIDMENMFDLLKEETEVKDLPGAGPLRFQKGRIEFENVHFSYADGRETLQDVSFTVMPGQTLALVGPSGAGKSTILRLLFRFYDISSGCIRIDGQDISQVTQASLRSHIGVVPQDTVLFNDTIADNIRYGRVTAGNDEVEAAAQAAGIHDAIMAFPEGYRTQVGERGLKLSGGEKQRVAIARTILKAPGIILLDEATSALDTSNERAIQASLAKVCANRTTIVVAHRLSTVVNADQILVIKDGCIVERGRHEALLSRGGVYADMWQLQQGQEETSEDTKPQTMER
# MC4R antag cAMP – blocks human MC4R cAMP signaling | inhibition, % at 6.5 µM | MC4R-expressing cells, MTII-stimulated cAMP, LANCE TR-FRET | P32245 | AID 540295 | 360,000 compounds, 0.48% hits;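 active = inhibition above its plate's cutoff, the mean of tested wells on that plate plus 3 SD, cut at about 29% in these data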;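 also: 0% = Melanotan II alone and 100% = Melanotan II plus saturating MCL0020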
#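 Test system: U2OS cells stably expressing human melanocortin 4 receptor (MC4R); also added: Melanotan II challenge; compound: 6.5 µM single dose; timing: 30-min compound preincubation, 1-h Melanotan II challenge, 1-h detection, room temperature; signal: Eu-cAMP/anti-cAMP TR-FRET, emission 671 nm; repeats: one well per compound, no replicates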
# H9c2 protect – myocardial damage modulation in H9c2 cells | H9c2 cardiomyocytes, H2O2 injury protection, ATPLite, 2 h | protection from H2O2 cell death, % at 20 µM | 360,000 compounds, 0.63% hits;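 active = compounds giving at least 50% protection of heart cells from peroxide-induced death in the single-dose screen, raw or plate-pattern-corrected value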;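 also: 0% = DMSO wells with peroxide and 100% = DMSO wells without peroxide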
# An asterisk follows results filed as active; . = no result given.
SMILES,Glyco luc inh,aDG glyco up,Exocytosis inh,m5-HT2A agonist,iPSC survival up,MC4R barr agon,ABHD5-PLIN5 inh,ABCB6 inh 2,MC4R antag cAMP,H9c2 protect
Cc1cc(C(=O)OCCN2C(=O)c3ccccc3C2=O)c2ccccc2n1,14,-0.2,-4,2,0.1,-0.9,-5,96,-2,18
Cc1ccc(SC(=O)c2c([N+](=O)[O-])c(C)nn2C)cc1,3,-0.2,-6,-4,2.4,-2.8,-7,110,-5,-8
CC1CN(C(=O)CNC(=O)Cc2cccc3ccccc23)CC(C)O1 (stereo not drawn),2,-0.3,3,3,-2.1,-0.8,-3,102,4,5
CC1CCCCN1Cc1nc2ccccc2c(=O)[nH]1 (stereo not drawn),0,0.0,0,-1,-3.5,-0.6,1,92,3,0
Cc1cccc(-n2c(-c3ccc(Br)o3)n[nH]c2=S)c1,-1,0.0,-4,-2,0.9,-3.6,-12,99,7,4
Cc1nnc(SCC(=O)NC(C)(C)C)n1C1CCCCC1,0,0.0,-1,-3,-1.8,0.9,6,104,17,-1
CC(=O)Nc1ccc2nc(NC(=O)c3ccco3)sc2c1,-8,0.0,22,2,-0.5,0.6,10,103,1,0
Cc1ccccc1OCC(=O)OCn1nnc2ccccc2c1=O,-2,-0.1,-2,5,0.1,-1.1,8,95,9,8
Cc1ccccc1OCC(=O)Nc1cnn(CCCC(=O)O)c1,-1,-0.1,-8,2,-0.4,-0.7,-1,98,13,2
O=C(COC(=O)c1cc[n+]([O-])cc1)Nc1ccccc1Cl,1,0.1,8,5,2.5,0.6,3,103,-1,4
COc1ccc(/C=C/c2ccncc2)c2ccccc12,1,-0.1,-10,-1,1.2,-0.7,3,99,21,-6
Cc1cc(C(=O)Nc2c(C)n(C)n(-c3ccccc3)c2=O)cs1,0,0.0,-1,1,0.1,0.3,0,101,6,4
O=C(OCC(=O)N1CCCC1)c1cc([N+](=O)[O-])ccc1Cl,-2,0.3,-14,-15,0.8,2.0,5,100,26,1
CCS(=O)(=O)c1ccc2c(c1)NC(=O)C(CCO)O2 (stereo not drawn),2,-0.2,-1,2,-0.5,-3.1,3,100,5,0
CCOC(=O)CSc1n[nH]c(-c2cccnc2)n1,1,0.4,3,0,-3.0,0.7,3,92,5,2
COc1cccc(/C=N/NC(=O)CNC(=O)c2cccs2)c1O,-3,0.4,-3,4,-0.4,-0.6,2,105,0,63*
Cn1c(=O)c2c(-c3ccccc3)n(C3CCCCC3)cc2n(C)c1=O,1,0.3,-2,4,0.5,-1.4,8,99,-6,3
Cc1ccc(S(=O)(=O)N2CCC(C(=O)N3CCN(c4ccccn4)CC3)CC2)cc1C,-3,-0.1,12,1,2.3,0.0,3,90,2,2
O=C(NCCc1ccccc1)[C@@H]1CC=C[C@@H]2CCN(Cc3ccccc3)C(=O)[C@@H]21,-2,-0.2,1,-3,-2.5,0.6,-8,102,11,4
O=C(c1cn[nH]c1)c1cc(F)ccc1O,-1,-0.2,0,-1,-2.7,-0.3,9,101,0,-10
O=C1C[C@@H]2c3c(cccc3CN1Cc1ccccc1Cl)C[C@@H](O)[C@H]2O,1,-0.1,4,-3,-1.6,-0.3,2,99,9,4
O=S(=O)(N/N=C1/CC(c2ccccc2)Oc2ccccc21)c1ccccc1 (stereo not drawn),-2,-0.1,-4,-1,1.3,1.4,-5,135,1,-2
CCCn1c(SCC(=O)NNC(=O)c2ccc(C)cc2)nnc1C(C)C,2,0.0,-2,-2,0.3,-0.2,-6,95,4,-1
CCOC(=O)N1CCN(C(=O)c2ccc3nc(-c4ccccc4)c(-c4ccccc4)nc3c2)CC1,0,0.1,1,14,-0.7,-1.4,2,99,4,6
O=C(NC1CCOC1=O)c1ccccc1 (stereo not drawn),3,0.2,2,8,-0.5,0.2,-9,95,12,2
Cc1cccc(NC2=C(C#N)C(=O)NC3(CCCC3)S2)c1,0,-0.1,21,-4,0.7,0.7,-12,106,-6,5
COc1cccc(CN(C)CC(=O)Nc2cccc(S(N)(=O)=O)c2)c1OC,-1,0.1,-2,10,-1.7,-1.0,3,103,-1,-5
Cn1c(CC(=O)NNC(=O)c2cncc(Br)c2)nc2ccccc21,2,0.1,55,0,0.0,-1.4,-1,102,5,20
NC(Cc1ccc(C(F)(F)F)cc1)c1csc(NC(=O)Nc2ccccc2)n1 (stereo not drawn),-3,1.4,0,-3,-2.3,19*,-4,101,1,-21
CCCCOC(=O)c1ccc(NC(=O)C(=O)NCc2ccco2)cc1,2,0.0,8,8,-0.5,5.8,8,94,-1,0
O=C(CN1CCOCC1)Nc1ccc(Cl)c(Cl)c1,0,-0.1,0,-1,-0.9,-2.8,1,86,8,6
CC(C)C(NC(=O)c1ccco1)C(=O)NC1CCCCCC1 (stereo not drawn),-1,0.1,2,-5,-0.1,-1.8,0,101,8,3
CC(=O)NC(=S)Nc1ccc(NC(=O)COc2ccc(Cl)cc2Cl)cc1,11,-0.1,-1,-5,1.1,31*,-2,102,0,-15
COc1cccc(CN2CCNC(=O)C2CC(=O)N(C)CCC2CCOCC2)c1OC (stereo not drawn),2,-0.3,-4,3,-0.5,-3.1,-3,101,7,-3
CN(CC(=O)O/N=C(\N)c1cccc([N+](=O)[O-])c1)S(=O)(=O)c1ccccc1,2,-0.6,-2,-6,1.3,0.1,1,88,11,0
COc1ccc(CN2C(=O)C(C)S/C2=N/N=C/c2ccco2)cc1 (stereo not drawn),-1,0.1,-3,4,0.4,-1.5,-1,97,19,-1
FC(F)(F)c1cnc(-n2cc[nH]c2=S)c(Cl)c1,0,-0.1,2,0,1.8,0.3,4,97,6,9
O=C(N/N=C/c1cccc([N+](=O)[O-])c1O)c1cccs1,3,0.4,7,-9,-1.9,0.4,7,102,11,33
CCCc1c(CC)c(=N)c2ccccc2n1C,3,0.0,0,1,-0.3,-2.1,-2,103,-1,-11
CCOC(=O)CSc1nnc(Cc2ccc(OC)cc2)n1-c1ccccc1,1,-0.2,1,-2,1.2,-0.8,4,97,4,-3
CCOC(=O)c1cc2c(c(-c3ccccc3)n1)[C@@H](CCO)N(S(=O)(=O)C(C)(C)C)C2,-1,0.0,-3,2,0.5,-0.7,10,104,10,3
CCc1ccccc1N1C(=O)C2CC(C)=C(C)CC2C1=O (stereo not drawn),-1,-0.1,1,5,1.4,-0.9,-4,112,7,-1
CCN(C(=O)CSc1ncn[nH]1)C1CCCCC1,2,-0.2,-1,1,-3.3,-0.1,0,96,1,3
CCOC(=O)c1cnc(SC)nc1Oc1cccc(NC(=O)c2ccc(C)cc2)c1,2,0.2,-2,3,-1.6,0.2,1,93,11,-3
CC(C)(C)c1ccc(C(=O)N2CCNC(=O)C2CC(=O)Nc2ccc(F)cc2)cc1 (stereo not drawn),3,0.1,-4,4,-0.1,3.0,7,103,9,-5
COC(=O)[C@@]1(Cc2ccc(F)cc2)[C@H]2C(CC(=O)C(=O)N3CCCC3)C(=O)C[C@H]2CN1C(=O)c1ccccc1 (stereo partly drawn),.,0.1,1,-2,-0.2,.,18,120,.,.
CC1CCC(NC(=O)CNC(=O)c2ccc3ccccc3c2)CC1 (stereo not drawn),1,-0.3,26,-13,-0.4,2.6,15,100,10,-3
COC(=O)[C@H](Cc1ccccc1)NC(=O)NCCc1ccc(S(N)(=O)=O)cc1,0,0.0,-1,-3,0.1,-1.8,-1,93,1,8
CCC(=O)N1N=C(c2ccccc2)CC1c1ccc([N+](=O)[O-])cc1 (stereo not drawn),1,-0.2,-5,2,0.5,0.1,-3,99,1,6
O=C(CCc1n[nH]c(=O)[nH]c1=O)Nc1cccc([N+](=O)[O-])c1,1,0.0,0,-4,-1.1,-1.5,-4,97,-1,-3

# An excerpt from above in order of the ABHD5-PLIN5 inh value, highest first:
compound	ABHD5-PLIN5 inh
CCOC(=O)c1cc2c(c(-c3ccccc3)n1)[C@@H](CCO)N(S(=O)(=O)C(C)(C)C)C2	10
CCOC(=O)c1cnc(SC)nc1Oc1cccc(NC(=O)c2ccc(C)cc2)c1	1
O=C(CCc1n[nH]c(=O)[nH]c1=O)Nc1cccc([N+](=O)[O-])c1	-4

# Further compounds follow.
SMILES,Glyco luc inh,aDG glyco up,Exocytosis inh,m5-HT2A agonist,iPSC survival up,MC4R barr agon,ABHD5-PLIN5 inh,ABCB6 inh 2,MC4R antag cAMP,H9c2 protect
CCOC(=O)C1(CCOC)CCN(C(C)CCc2ccc(OC)cc2)CC1 (stereo not drawn),-2,0.5,6,3,-0.5,1.8,-1,98,-2,6
Cc1ccc(NC(=S)/N=C(\N)Nc2nc(C)c3cc(C)ccc3n2)c(C)c1,7,0.4,-3,5,-2.6,-0.8,3,105,-3,-6
Cc1c(NC(=O)Nc2ccc(C(C)(C)C)cc2)c(=O)n(-c2ccccc2)n1C,-1,0.0,17,4,0.2,-1.2,-3,100,-2,-4
C/C(=N\NC(=S)Nc1ccc(F)cc1)c1ccc2c(c1)OCCO2,13,0.9,0,0,-0.8,-1.6,-8,95,-7,-5
CN(C)C(=O)c1ccccc1-c1ccccc1,2,-0.4,-1,5,-1.6,-0.9,-1,96,3,3
Cc1cc(OCC(=O)N[C@@H](CSCc2ccccc2)C(=O)O)c2c(C)c(C)c(=O)oc2c1,0,-0.4,-7,0,-3.3,-0.8,3,96,7,0
Cc1ccnc(NC(=O)COC(=O)C2COc3ccccc3O2)n1 (stereo not drawn),3,-0.1,12,1,-0.9,-1.0,1,103,9,4
Nc1ccc2nc(Cc3ccccc3)[nH]c2c1,2,-0.2,-3,-4,-0.5,1.0,0,99,7,0
CC(C)C(=O)NNC(=O)CC(=O)Nc1ccccc1C(=O)O,2,-0.1,-4,1,0.4,2.0,-2,91,4,6
C#CCSc1nc(Cc2ccc(Cl)cc2)nc2ccccc12,-2,6.2,-2,-1,3.2,-1.6,2,100,11,-8
CNC(=O)c1c(NC(=O)c2ccc(S(=O)(=O)N3CCCc4ccccc43)cc2)sc2c1CCN(C)C2,-4,2.5,15,-1,1.5,0.1,6,137,17,1
Oc1cccc2ccc(/C=C/c3ccccc3Cl)nc12,-5,0.2,-10,-18,0.3,-5.8,2,103,7,28
COc1ccc(NS(=O)(=O)c2cccc(C(=O)NCC(c3cccs3)N3CCOCC3)c2)cc1 (stereo not drawn),0,-0.1,-3,-4,-1.9,-2.4,8,95,0,2
CC1(C)Cc2c(cnn2-c2ccccc2)-c2c1c1ccccc1n2CC(O)CBr (stereo not drawn),-3,0.3,1,2,-0.5,-3.4,-9,104,8,-4
O=C(Nc1nnc(C2CCCO2)s1)c1ccc(Br)cc1 (stereo not drawn),3,-0.2,-3,0,2.5,-2.2,1,93,4,-2
O=c1[nH]c(N2CCOCC2)nc2c1CCCC2,-1,0.0,2,2,-1.6,-0.7,1,98,0,44
CN(C)c1cccc2c1c(NC(=O)c1ccc(Cl)cc1)nn2C,-1,0.0,-2,-3,0.0,-0.3,-2,95,-8,12
